Screening results from PubChem BioAssay.
Imprint erasure: induces erasure of genomic imprints in mouse ES cells | Potency, µM (doses to about 60.7 µM), for the others: top-dose activity change, positive = activation, hits mostly activators | mouse ES Peg3-LacZ reporter, beta-gal luminescence, 40 h | hit rate 0.02% among 110,000;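 also: 0% = negative control wells on the plate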
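Each well holds 300 Peg3LacZ-Neo (maternal) female ES cells incubated 40 h at 37C, 5% CO2. LacZ is measured by BetaGlo luminescence, with AC50 and maximum efficacy derived from dose-response curves.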
IkB signaling: suppresses IkB signaling in ABC-DLBCL reporter cells; ABC-DLBCL IkBa-CBG/CBR dual luciferase ratio, 4 h; response scale: scaled: untreated 0%, proteasome inhibitor 100%; Potency, µM (highest dose often 57.1 µM), inactives show at the top dose IkBa stabilization activation; hit rate 0.04% among 110,000; AID 445; active = well fitted curve in the direction sought with a large enough effect in the signal ratio, not every such curve was filed as active; inconclusive = small, poorly fitted or top-dose-only effect, or a change in a side signal; the % refers to the signal ratio;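 also: the direction sought is a rising ratio; 0% = basal untreated cells and 100% = reference inhibitor full response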
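Curves were fitted separately to fusion (green), unfused (red) and ratio luminescence, then classed by r2, magnitude and activity. Cells: OCI-Ly3, 4 h compound plus doxycycline at 37C; 10 uM MG-132 defined full response.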
p53ts 32C kill: p53ts cell cytotoxicity, permissive temperature; hit rate 0.93% among 130,000; H1299-p53A138V at 32C, ATP luminescence viability, 24 h; AID 924; Potency, µM (series often up to 46.1 µM), inactives show at the top dose activity change, negative = cytotoxicity, actives largely listed as cytotoxic;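 also: 0% = DMSO and -100% = full killing by reference compound; nearly all actives have a fitted effect of over 55% in size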
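Viability by ATPlite luminescence after 24 h compound treatment (up to 46 uM) at the permissive 32C. Cells are H1299 carrying p53 A138V. Scale runs from DMSO basal to 100 uM tamoxifen as full kill; AC50 from Hill fits.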
p53ts 39C tox: cytotoxicity in p53ts cells at nonpermissive temperature; H1299-p53A138V viability at 39C, ATP luminescence, 24 h; Potency, µM (highest dose often 46.1 µM), without a hit: top-dose activity change, negative = cell killing, usual class: cytotoxic; hit rate 1.5% among 130,000; also: nearly all actives have a fitted effect of over 55% in size
Starred values were filed as active, the others as inactive; ? = inconclusive; / = no result given; & = joins results of further samples; [ ] = dose if it differs, or a comment. Unless noted, calls follow the shape of the dose curve; as a rule, active = well fitted curve in the direction sought with a large enough effect; inconclusive = small, poorly fitted or top-dose-only effect, or another doubt; inactive = no such curve, though single readings can be large; an effect the other way counts as inactive or inconclusive. Unless noted, % is scaled to controls: 0 for no effect and ±100 for the full control effect; potency is read from the fitted curve at half-maximal effect.

SMILES	Imprint erasure	IkB signaling	p53ts 32C kill	p53ts 39C tox
Cc1n[nH]c(C)c1CCc1nc2c3ccccc3nc(SCC(N)=O)n2n1	-12%	-1.0%	0%	-3%
O=c1[nH]c(C2CCCN(S(=O)(=O)c3ccccc3)C2)nc2c1nnn2Cc1ccccc1Br (stereo not drawn)	15%[10.9 µM]	?	18%	-22%
Cc1nc(SCC(=O)c2ccccc2)n[nH]1	-27%	1.7%	-6%	-2%
Cc1ccc(C2CC(=O)N(Cc3ccc(F)cc3)c3c2c(C)nn3-c2nc(C)cc(C)n2)cc1 (stereo not drawn)	9%[10.9 µM]	?	8%	18%
CCCN(C(=O)c1c(C)oc2ncnc(N3CCOCC3)c12)c1ccc(Cl)c(Cl)c1	-12%[10.9 µM]	2.4%	-11%	18%
Cc1ccc2nc(N(Cc3cccnc3)C(=O)C3COc4ccccc4O3)sc2c1 (stereo not drawn)	-9%[10.9 µM]	0.0%	-5%	-9%
CCCN1CCN(c2ncc3c(n2)CCN(Cc2ccc(OC)c(OC)c2OC)C3)CC1	-21%[10.9 µM]	0.6%	0%	10%
COc1ccccc1NS(=O)(=O)c1cn(C)c(C)n1	10%[10.9 µM]	1.5%	11%	20%
COCCCn1c(C)nnc1SCC(=O)NCc1ccco1	/	/	4%	-13%
Cc1nn(-c2ccccc2)c(C)c1NC(=O)c1cccs1	-1%	0.2%	-1%	10%
Cc1cccc(C(=O)Nc2c3c(nn2-c2ccc(Cl)cc2)CS(=O)(=O)C3)c1	-4%[10.9 µM]	?	10%	-11%
COc1ccc(NC(=O)CC2C(=O)N(c3ccc(OC)cc3)C(=O)N2C2CCCCC2)cc1 (stereo not drawn)	-15%[10.9 µM]	2.0%	-12%	17%
COc1ccccc1CNC(=O)CSc1nc(-c2ccccc2)cn1N	-7%	1.4%	-6%	6%
COc1ccccc1-c1noc(-c2cc(OC)c(OC)c(OC)c2)n1	-15%	-2.2%	9%	-5%
CN(C(=O)CSc1nc2ccc(NC(=O)c3cccc(F)c3)cc2s1)c1ccccc1	-14%[10.9 µM]	?	6%	-18%
CCn1c(-c2cc(Br)cc(OC)c2O)nc2cc(S(=O)(=O)N(C)C)ccc21	-15%	?	5%	-8%
CC(=O)c1cccc(NC(=O)NCc2ccco2)c1	17%	3.6%	4%	8%
COC(=O)c1oc2ccc(Br)cc2c1NC(C)=O	-4%	-2.3%	5%	-12%
Cc1ccc(C(=O)Nc2ccc3oc(-c4ccccc4C)nc3c2)cc1	-5%[10.9 µM]	?	-6%	16%
O=C(NCCNC(=O)c1ccc(Br)o1)c1ccc(Br)o1	-8%	2.0%	3%	5%
CCc1c(C(=O)NNC(=S)NCCc2ccccc2)csc1C	/	/	-11%	-7%
Cc1ccc(NC(=O)C2CCCN(S(=O)(=O)c3ccc4[nH]c(=O)ccc4c3)C2)cc1Cl (stereo not drawn)	-11%[10.9 µM]	0.7%	-17%	-12%
CC1(C)CC(=O)c2sc(NC(=O)Cc3cccs3)nc2C1	/	/	5%	19%
COc1cc(C2NC(=O)NC(O)(C(F)(F)F)C2C(=O)c2cccs2)ccc1O (stereo not drawn)	5%	1.2%	1%	-4%
COC(=O)C1=C(C)N(Cc2ccccc2)[C@]23O[C@](C(=O)OC)(C(=O)N2C1c1ccccc1)C1C(=O)N(c2ccccc2)C(=O)C13 (stereo partly drawn)	/	/	-1%&-2%[9.22 µM]	4%&6%[9.22 µM]
COc1ccc(NC(=O)C(NC(=O)/C=C\c2ccc3c(c2)OCO3)c2ccccc2)cc1 (stereo not drawn)	-7%[10.9 µM]	?	-23%	-12%
Cc1ccc(C)c(S(=O)(=O)N2CCN(CC(=O)NC(=O)NCc3ccccc3)CC2)c1	-12%	1.1%	2%	-1%
CCn1cc(C(=O)NCCCN2CCC(C)CC2)c(=O)c2cc(S(=O)(=O)N3CCCC3)ccc21	-4%	0.1%	-14%	-13%
CCCCc1ccc(C(=O)Nc2ccc3nc(N4CCN(CC)CC4)cc(C)c3c2)cc1	-26%[10.9 µM]	?	-8%	7.9µM*
O=C1c2ccccc2C(Nc2cccnc2)N1Cc1ccc2c(c1)OCO2 (stereo not drawn)	-16%	-1.9%	1%	5%
O=C(NCc1ccc2c(c1)OCO2)C1CC(=O)N(C2CCCC2)C1 (stereo not drawn)	-8%	-0.6%	5%	-3%
O=C(c1ccco1)N1CCN(c2ncnc3scc(-c4cccs4)c23)CC1	-3%	-1.1%	3%	7%
O=C(NCc1ccccc1)c1cc(Sc2cccc(Cl)c2)nc2ccccc12	-11%[10.9 µM]	-1.3%	7%	?
Cc1ccc(C(=O)NCCNS(=O)(=O)c2ccccc2)cc1	-6%	-1.5%	18%	3%
Cc1ccc2oc3c(c(=O)c2c1)C(c1ccccc1F)N(CCCN1CCOCC1)C3=O (stereo not drawn)	14%[10.9 µM]	0.2%	3%	7%
N#Cc1ccccc1NC(=O)C(=O)NCCc1csc2nc(-c3cccc(F)c3)nn12	-6%[10.9 µM]	7.9%	41%[activator]	-1%
COCCn1c(CNc2ccc(F)cc2)nnc1SCC(=O)Nc1ccc(OC)cc1OC	-11%	?	11%	2%
CCCCOc1ccc(CNC(=O)CN2C(=O)CCn3nc(-c4cn(C)c5ccccc45)cc32)cc1	-4%[10.9 µM]	1.3%	0%	3%
COc1ccc(-c2noc(-c3ccc(NCCc4ccccc4)c([N+](=O)[O-])c3)n2)cc1	3%[10.9 µM]	-2.7%	-2%	-19%
CC(C)(C)OC(=O)N1CCCC1C(=O)N1CCCC1C(=O)N1CCCC1C(=O)O (stereo not drawn)	0%	-0.1%	15%	6%
O=C(NCc1ccco1)c1cnn2c(C(F)(F)F)cc(-c3ccccc3)nc12	-26%	?	3%	12%
Cc1c(NC(=O)c2nc3ccccc3nc2N2CCCCC2)cccc1[N+](=O)[O-]	-4%[10.9 µM]	0.9%	7%	-3%
COc1ccc(C(=O)N2CCC3(CC2)CN(C(=O)NC(C)C)C3)cc1	/	3.3%[11.4 µM]	-7%	-5%
CC(NC(=O)c1ccco1)C(c1cccs1)N1CCN(c2ccccc2)CC1 (stereo not drawn)	-16%	?	15%	-6%
O=C(Cn1ncn2c(cc3cc(F)ccc32)c1=O)NC1CCCCC1	-4%[10.9 µM]	?	-7%	-4%
Cc1cc(C)c(NC(=O)c2nc3ccccc3nc2N2CCCCC2)c(C)c1	-16%[10.9 µM]	-3.0%	1%	36%[activator]
CCOC(=O)N1CCC(NC(=O)c2cnn3c(C(F)(F)F)cc(-c4cccc(OC)c4)nc23)CC1	-6%	-0.1%	5%	-3%
CCOc1ccc(NC(=O)C(NC(=O)C2CCC(C)CC2)C(C)C)cc1 (stereo not drawn)	-5%[10.9 µM]	-0.5%	-9%	1%
COc1ccc(Cl)cc1S(=O)(=O)Nc1cccc(-c2ccc(N3CCOCC3)nn2)c1	-9%[10.9 µM]	0.9%	-25%	?
CCc1ccc(C(=O)NC2=NC(c3ccccc3F)CC(=O)N2)cc1 (stereo not drawn)	-3%[10.9 µM]	-4.7%	4%	-6%
CCOC(=O)C1=C(N)OC2=C(C(=O)CC(C)(C)C2)C1C1CCCCC1 (stereo not drawn)	/	/	10%	-1%
O=C(NCCN1CCOCC1)c1cc(-c2ccc(F)cc2)on1	17%	3.0%	-16%	-17%
CCCN(CCC)C(=O)Cn1c(=O)n(-c2ccc(CC)cc2)c(=O)c2c3c(sc21)CCC3	5%[10.9 µM]	16%	12%	-1%
COc1ccc(-c2ccc(=O)n(CC(=O)Nc3cc(OC)ccc3OC)n2)cc1	-4%[10.9 µM]	0.9%	8%	-19%
Cc1cccc(NC(=O)c2ccc(-n3cnc4cccnc43)cc2)c1C	9%[10.9 µM]	4.2%	-2%	-18%
CC(=O)Nc1ccc(S(=O)(=O)N(C)c2ccccc2)cc1	?	-0.1%	5%	7%
CCN(CC)CCn1c(NCc2ccc(OC)cc2)nc2ccccc21	-20%	1.6%	-10%	-2%
COc1ccc(NC(=O)Cn2ccn(Cc3ccccc3)c(=O)c2=O)cc1Cl	-10%[10.9 µM]	-1.4%	1%	4%
Cc1ccc(-c2cc(NC(=O)c3ccccc3Cl)on2)cc1	-17%[10.9 µM]	?	-16%	-11%
Cc1c(NC(=O)CSc2nnc3sc4ccccc4n23)c(=O)n(-c2ccccc2)n1C	7%	1.1%	8%	6%

No new results follow: an excerpt of the list.
SMILES	Imprint erasure	IkB signaling	p53ts 32C kill	p53ts 39C tox
O=C(NCc1ccco1)c1cnn2c(C(F)(F)F)cc(-c3ccccc3)nc12	-26%	?	3%	12%
Cc1c(NC(=O)c2nc3ccccc3nc2N2CCCCC2)cccc1[N+](=O)[O-]	-4%[10.9 µM]	0.9%	7%	-3%
COc1ccc(C(=O)N2CCC3(CC2)CN(C(=O)NC(C)C)C3)cc1	/	3.3%[11.4 µM]	-7%	-5%
CC(NC(=O)c1ccco1)C(c1cccs1)N1CCN(c2ccccc2)CC1 (stereo not drawn)	-16%	?	15%	-6%
O=C(Cn1ncn2c(cc3cc(F)ccc32)c1=O)NC1CCCCC1	-4%[10.9 µM]	?	-7%	-4%
Cc1cc(C)c(NC(=O)c2nc3ccccc3nc2N2CCCCC2)c(C)c1	-16%[10.9 µM]	-3.0%	1%	36%[activator]
CCOC(=O)N1CCC(NC(=O)c2cnn3c(C(F)(F)F)cc(-c4cccc(OC)c4)nc23)CC1	-6%	-0.1%	5%	-3%
CCOc1ccc(NC(=O)C(NC(=O)C2CCC(C)CC2)C(C)C)cc1 (stereo not drawn)	-5%[10.9 µM]	-0.5%	-9%	1%
COc1ccc(Cl)cc1S(=O)(=O)Nc1cccc(-c2ccc(N3CCOCC3)nn2)c1	-9%[10.9 µM]	0.9%	-25%	?
CCc1ccc(C(=O)NC2=NC(c3ccccc3F)CC(=O)N2)cc1 (stereo not drawn)	-3%[10.9 µM]	-4.7%	4%	-6%
CCOC(=O)C1=C(N)OC2=C(C(=O)CC(C)(C)C2)C1C1CCCCC1 (stereo not drawn)	/	/	10%	-1%
O=C(NCCN1CCOCC1)c1cc(-c2ccc(F)cc2)on1	17%	3.0%	-16%	-17%
CCCN(CCC)C(=O)Cn1c(=O)n(-c2ccc(CC)cc2)c(=O)c2c3c(sc21)CCC3	5%[10.9 µM]	16%	12%	-1%
COc1ccc(-c2ccc(=O)n(CC(=O)Nc3cc(OC)ccc3OC)n2)cc1	-4%[10.9 µM]	0.9%	8%	-19%

(continued)
SMILES	Imprint erasure	IkB signaling	p53ts 32C kill	p53ts 39C tox
CCOc1ccccc1N1CCN(S(=O)(=O)CC)CC1	-4%	-0.8%	2%	-1%
CC(=O)c1cc(F)c(N2CCCCCC2)cc1C	/	/	-2%	-6%
COCCn1c(SCC(=O)N2CCCC2)nnc1C(C)C	6%	-0.7%	3%	10%
O=C1NC(=O)C(c2ccccc2[N+](=O)[O-])=C1Nc1ccc(O)c(Cl)c1	-4%&-12%	?	7%	-2%
Cn1c(=O)n(C)c(=O)n(CC(=O)N2CCCCC2)c1=O	3%	1.9%	3%	9%
O=C(Nc1ccccc1C(F)(F)F)N1CCOc2ccc(Cl)cc21	-2%[10.9 µM]	0.4%	15%	-14%
Cc1ccc(C2c3c(oc4ccccc4c3=O)C(=O)N2c2nnc(C)s2)cc1 (stereo not drawn)	-11%[10.9 µM]	?	13%	-30%
CCN(C(=O)Cc1c(C(=O)O)c(C)cn1C)c1cccc(Cl)c1	21%[10.9 µM]	0.0%	-2%	-15%
Cc1ccc2cc(C#N)c(N3CCCN(C(=O)C4CCCO4)CC3)nc2c1 (stereo not drawn)	-9%	1.6%	-9%	-22%
COCCCn1c2nc3ccccc3nc2c2c(=O)n(Cc3ccc(Cl)cc3)c(C)nc21	1%	-0.6%	3%	15%
Cc1cccc(OCCSc2nc3ccccc3n2CC(=O)N2CCOCC2)c1	-5%[10.9 µM]	1.2%	1%	-6%
COc1cc(Cl)c(C)cc1NC(=O)c1cnc(N2CCCCC2)c2ccccc12	18%[10.9 µM]	?	-6%	-9%
CCc1nn(CC(=O)O)c(=O)c2ccccc12	/	1.3%	-1%	7%
O=C(/C=C/c1ccc(O)c(O)c1)O[C@@H](C(=O)O)[C@@H](OC(=O)/C=C/c1ccc(O)c(O)c1)C(=O)O	2%	-2.2%	?	5%
OC1CCN(c2ncnc3c2nnn3Cc2c(F)cccc2Cl)CC1	-10%	-0.6%	-6%	-6%
N#CC(C#N)=C1CCc2ccccc2N1	/	/	2%	29%
